# High-throughput results as filed in PubChem BioAssay.
# CHX counter = affects cycloheximide protein synthesis inhibition readout, counter-screen | cell reporter, cycloheximide protein synthesis inhibition counterscreen | max response, % | actives 12% (n = 300,000) | AID 2314; in the data active = max response mostly above about 13%, no sharp cut-off; inactive = mostly below about 14%; note: read at 38.3 µM for the half of the compounds with a filed dose; 0% is about no effect
# Shiga inhibitor = inhibitors of Shiga toxin in Vero cells; Vero cells, Shiga toxin protein synthesis inhibition reporter; inhibition, % at 38.7 µM; actives 9.2% (n = 290,000); in the data active = inhibition mostly above about 28%, no sharp cut-off; inactive = mostly below about 43%; note: 0% is about no effect
# Pf growth 48h = P. falciparum growth inhibition at 48 hours (one generation); P. falciparum luciferase growth in erythrocytes, 48 h; Potency, µM (doses to about 28.7 µM), inactives show top-dose activity change, negative = inhibition, actives largely listed as inhibitors; actives 5.9% (n = 310,000); AID 504832; note: potency is the fitted concentration of half-maximal effect; % is set by controls: 0 for no effect and ±100 for the full control effect
#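 Luciferase-expressing P. falciparum in infected erythrocytes (2% hematocrit, 0.1% parasitemia final) in RPMI 1640/0.5% Albumax were exposed to compound for 48 hours at 37 C, 5% CO2; growth read as luminescence.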
# LmPK inhibitor = blocks Leishmania mexicana pyruvate kinase activity; purified LmPK, Kinase-Glo ATP luminescence, 1 h; Potency, µM (top dose mostly 57.5 µM), without a hit: at the highest dose activity change, negative = inhibition, most hits filed as inhibitors; actives 0.37% (n = 290,000); note: potency is the fitted concentration of half-maximal effect; % is set by controls: 0 for no effect and ±100 for the full control effect
# Target sequence (Q27686 whole entry, looked up): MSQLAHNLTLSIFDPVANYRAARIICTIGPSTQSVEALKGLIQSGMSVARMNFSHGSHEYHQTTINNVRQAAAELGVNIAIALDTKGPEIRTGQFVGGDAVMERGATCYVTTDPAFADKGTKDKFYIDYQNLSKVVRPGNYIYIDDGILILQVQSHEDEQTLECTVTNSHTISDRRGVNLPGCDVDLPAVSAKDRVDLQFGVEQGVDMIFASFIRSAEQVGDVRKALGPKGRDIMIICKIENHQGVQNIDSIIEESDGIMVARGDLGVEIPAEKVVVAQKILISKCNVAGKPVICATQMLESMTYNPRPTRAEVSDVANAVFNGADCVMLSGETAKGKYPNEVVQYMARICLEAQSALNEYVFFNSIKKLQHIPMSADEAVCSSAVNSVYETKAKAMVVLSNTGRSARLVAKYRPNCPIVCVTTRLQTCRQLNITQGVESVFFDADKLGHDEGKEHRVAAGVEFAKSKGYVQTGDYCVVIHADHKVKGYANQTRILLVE
#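 Kinase-Glo luminescence read after 1 h RT reaction of 0.1 nM LmPK with 0.5 mM PEP and 0.1 mM ADP. Activity scaled between uninhibited and enzyme-free controls.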
# Tb PYK inh = inhibitors of Trypanosoma brucei pyruvate kinase. Q57TT1. TbPYK enzyme, Kinase-Glo Plus ATP luminescence, 45 min. Potency, µM (series often up to 76.8 µM), inactives show top-dose activity, negative = inhibition, hits mostly inhibitors. actives 0.12% (n = 410,000); note: potency is the fitted concentration of half-maximal effect; % is set by controls: 0 for no effect and ±100 for the full control effect; nearly all actives have a fitted effect of over 50% in size
#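 Luminescence from Kinase-Glo Plus, added after a 45-minute room-temperature reaction, served as the end-point read-out. The enzyme and substrate were preincubated with compound before ADP (130 uM final) initiated turnover. Concentration-effect curves came from normalized qHTS data.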
# Pf growth 96h = P. falciparum growth inhibition at 96 hour, primary screen for plastid delayed-death inhibitors | P. falciparum luciferase reporter growth, 96 h | Potency, µM (top dose mostly 28.7 µM), for the others: at the top dose activity change, negative = inhibition, hits mostly inhibitors | actives 6.9% (n = 320,000); note: potency is the fitted concentration of half-maximal effect; % is set by controls: 0 for no effect and ±100 for the full control effect
#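 Erythrocytes infected with luciferase-expressing P. falciparum were dispensed at 2% hematocrit and 0.05% parasitemia (final), then incubated with compounds 96 hours at 37 C in 5% CO2. Luminescence after detection reagent addition reported growth.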
# AmpC inh no detg = AmpC beta-lactamase inhibition without detergent. AmpC nitrocefin hydrolysis, absorbance 480 nm, 0.0001% Triton. Potency, µM (top dose mostly 57.1 µM), inactives show at the top dose activity change, negative = inhibition, usual class: inhibitors. actives 0.52% (n = 330,000). AID 485341;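 note: potency is the fitted concentration of half-maximal effect; plate controls were no compound for no effect and no enzyme for full effect; nearly all actives have a fitted effect of over 20% in size; some results filed as inactive show a strong effect at the top dose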
# Target sequence (P00811 whole entry, looked up): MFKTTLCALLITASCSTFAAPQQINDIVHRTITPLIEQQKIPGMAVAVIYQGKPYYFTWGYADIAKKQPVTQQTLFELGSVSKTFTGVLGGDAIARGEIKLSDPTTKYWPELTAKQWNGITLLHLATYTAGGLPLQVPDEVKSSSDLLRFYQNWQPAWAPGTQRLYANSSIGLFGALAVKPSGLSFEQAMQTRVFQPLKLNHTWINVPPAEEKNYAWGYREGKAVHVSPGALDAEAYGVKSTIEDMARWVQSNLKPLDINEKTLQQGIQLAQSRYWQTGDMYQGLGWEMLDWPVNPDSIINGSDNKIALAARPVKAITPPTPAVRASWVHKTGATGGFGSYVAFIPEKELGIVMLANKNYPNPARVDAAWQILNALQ
#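 20 mM phosphate pH 7.0 + 0.01% (detergent screen) or 0.0001% Triton X-100; 5.3 nM AmpC reagent; cpd preinc 15 min RT; nitrocefin (800 uM stock) to start; A480 q20 s × 4 min; Activity was normalised to no-enzyme and no-compound control wells.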
# An asterisk follows results filed as active; ? = inconclusive; nt = not tested or not shown; [ ] = dose if it differs, or a comment. Unless noted, calls come from the whole dose curve; as a rule, active = well fitted curve in the direction sought with a large enough effect; inconclusive = small, poorly fitted or top-dose-only effect, or another doubt; inactive = no such curve, though single readings can be large; an effect the other way counts as inactive or inconclusive.
SMILES,CHX counter,Shiga inhibitor,Pf growth 48h,LmPK inhibitor,Tb PYK inh,Pf growth 96h,AmpC inh no detg
Cc1cccc(OCC(=O)NC(=S)NNC(=O)c2ccncc2)c1,-2.2,-3.3,3.9%,-1.3%,?,0.6%,-39.2%
CCOC(=O)c1cn[nH]c1N,-2.4,5.9,0.0%,-0.4%,-0.5%,65.3%[activator],-18.7%
O=C1CC(N2CCN(c3ccccc3)CC2)C(=O)N1c1cccc(Br)c1 (stereo not drawn),-6.9,-9.7,58.6%[activator],-3.2%,-3.1%,?,27.1%
Cc1cccc(C)c1NC(=S)N(CCCN1CCCCC1)Cc1ccco1,-5.7,-5.8,-20.4%,-5.0%,-1.2%,?,-13.0%
CCOC(=O)CNC(=O)c1ccc2[nH]c3ccccc3c2c1,12.7,43.3,5.5%,2.9%,-6.3%,?,-20.8%
Oc1ccc(C=Nc2cccc3ccccc23)c(O)c1,14.2*,30.4,-20.3%,0.9%,1.8%,42.8%[activator],-55.8%
Cc1ccc(Cl)cc1NC(=O)CN1CCN(S(=O)(=O)N2CCC(C)CC2)CC1,-3.4,15.2,4.7%,-0.6%,0.6%,7.0%,96.5%[activator]
COc1cc(/C=C(\C#N)c2ccccn2)ccc1OCC(=O)Nc1ccc(Br)cc1,1.3,7.7,-2.9%,1.0%,-6.7%,19.4%,-22.7%
COc1ccccc1C(CC(=O)O)NS(=O)(=O)c1ccc2c(c1)N(C(C)=O)CC(C)O2 (stereo not drawn),0.7,-3.4,2.9%,-3.4%,8.2%,?,-5.2%
COC(=O)C(C)Sc1ccc2nnc(-c3ccccc3)n2n1 (stereo not drawn),-3.2,-16.1,-4.4%,1.8%[11.5 µM],-4.1%,-3.0%,-12.2%
O=C(O)c1nccnc1C(=O)Nc1ccccc1-c1ccccc1,10.5,2.9,-64.2%,-0.6%,-8.5%,-1.0%,1.6%
COc1ccc(OC)c(NC(=O)CSCC(=O)O)c1,-1.2,-14.6,13.8%,-0.5%,-9.3%,?,-11.6%
COc1ccc(C(=O)NNC(=O)c2ccc(S(=O)(=O)N3CC(C)OC(C)C3)cc2)cc1 (stereo not drawn),-0.7,28.7,-5.3%,0.4%,4.8%,1.47µM*,-17.3%
O=C1c2ccccc2C(=O)N1CCCCN(C(=O)c1ccco1)c1ccc(Cl)cc1,8.5,30.5,?,-4.1%,3.2%,3.5%,36.5%
COc1ccc(S(=O)(=O)N2CCCCCC2)cc1C(=O)N(C)Cc1ccccc1F,nt,nt,?,nt,0.1%,?,62.9%[activator]
COC(=O)CCC(=O)OC1(C)C(=O)C2=CN(C(CO)CO)C(c3ccc(OC)cc3)=CC2=C(Br)C1=O (stereo not drawn),-3.3,-5.5,?,-2.2%[11.5 µM],nt,?,62.7%[activator]
O=C(NC1CCCCC1)C(c1ccccc1)N1CCc2ccccc21 (stereo not drawn),-1.9,15.9,nt,12.6%,-1.7%,11.7µM*,-0.8%
COc1ccc(C)cc1NC(=O)c1cccc(C(=O)Nc2cc(C)ccc2OC)n1,-1.0,14.7,-29.0%,1.7%,-7.4%,-8.3%,-13.5%
O=C(CC1CCCC1)N1CCN(S(=O)(=O)c2ccc(F)cc2)CC1,nt,nt,2.0%,nt,-5.6%,-16.6%,0.6%
CCCc1cc2c(-c3ccccc3)cc(=O)oc2cc1OCc1ccc(C(=O)O)o1,-2.8,24.0,?,0.3%,-6.6%,?,-8.5%
CCOc1ccc(OCCC(=O)NNC(=O)c2cc(C)oc2C)cc1,nt,nt,59.9%[activator],nt,2.0%,4.6%,-39.4%
CN(CC(O)COc1ccc(OCC(O)CN(C)C2CCCCC2)cc1)C1CCCCC1 (stereo not drawn),-3.7,23.0,?,-4.8%,2.9%,34.8%[activator],nt
CN1C(=O)N(C)C(=O)C2(Cc3cc([N+](=O)[O-])ccc3N3CCN(C(=O)c4ccccc4)CC32)C1=O (stereo not drawn),-3.8,-18.0,?,8.3%,1.1%,21.1%,58.5%
CCc1cccc(C)c1NC(=S)NCc1ccc2c(c1)cc(C)n2C,-1.1,-7.8,?,0.8%,6.5%,6.57µM*,-13.7%
CC(Oc1ccc2ccc(=O)oc2c1)C(=O)NC1CCN(Cc2ccccc2)CC1 (stereo not drawn),8.7,9.6,?,-1.8%,3.9%,17.8%,1.5%
O=C(NC1CCCC1)c1ccc(Br)c(S(=O)(=O)N2CCCCC2)c1,-5.6,56.5,1.8%,-2.6%,0.2%,-4.8%,-20.9%
COc1cc([N+](=O)[O-])ccc1-c1ccc(/C=N/NC(=O)c2ccccc2O)o1,-1.5,14.9,2.62µM*,3.5%,nt,?,-20.9%
O=C(Nc1nc(-c2ccccc2Cl)cs1)c1cccnc1,2.0,55.5,?,0.4%,-7.5%,nt,-29.7%
O=C1NCCCC1C(=O)Nc1cccc(C(F)(F)F)c1 (stereo not drawn),-2.1,-5.8,-20.2%,-3.5%,-6.5%,-5.1%,-9.9%
Cc1ccc(CN2C(=O)c3ccccc3Sc3ccc(C(=O)NCCN4CCOCC4)cc32)cc1,4.2,-10.6,?,1.4%,1.0%,-6.4%,182.5%[activator]
CC(C(=O)N1CCOCC1)N1C(=O)C2C3C=CC(C4CC34)C2C1=O (stereo not drawn),1.6,15.6,-0.9%,-1.1%,-8.1%,?,-23.5%
CCN(CC)S(=O)(=O)c1cc(C(=O)Nc2nncs2)c(Cl)cc1Cl,-3.5,-11.0,?,7.7%,-1.3%,nt,-26.2%
COCCCNC(=O)CCCCCNS(=O)(=O)c1ccc(Br)cc1,-5.8,3.6,-9.3%,1.6%[11.5 µM],-13.5%,?,10.5%
O=C(CNS(=O)(=O)c1c(Cl)cccc1Cl)OCc1csc(-c2ccccc2)n1,18.4*,12.0,30.2%[activator],1.9%,-3.3%,61.2%[activator],-18.7%
Cn1cc(S(=O)(=O)N2CCc3ccccc3C2)c(=O)n(C)c1=O,-1.1,-5.2,2.3%,0.4%,-2.3%,7.4%,-1.9%
CCCCOc1ccccc1NC(=O)c1scc2c1OCCO2,-2.9,-14.5,?,9.7%,-10.4%,?,-19.6%
Cc1cc(C)c(S(=O)(=O)NCCc2ccncc2)c(C)c1,-0.9,-8.1,-5.1%,-4.0%,2.2%,0.0%,-6.2%
CC(=O)Nc1ccc(S(=O)(=O)N(C)CC(=O)OCC(=O)Nc2cc(C)on2)cc1,nt,nt,0.5%,nt,5.8%,4.2%,-5.2%
CC(C)(C)OC(=O)N[C@H](C(=O)OC(C)(C)C)c1ccccc1,nt,nt,21.0%,nt,1.8%,?,-0.8%
COc1ccc(NC(=O)COC(=O)c2cc(C)oc2C)c([N+](=O)[O-])c1,nt,nt,-27.8%,nt,-1.0%,-25.8%,-22.3%
C/C(=N\Nc1ccccn1)c1ccc(N2CCOCC2)cc1,41.5*,115.9*,178.4%[activator],-0.1%,-4.3%,75.9%[activator],-21.1%[11.4 µM]
CCOc1c(Cl)cc(Cl)cc1CNCCNCCO,-1.9,-5.2,?,-8.8%,-2.2%,?,-3.0%
CCOC(=O)N1CCN(C(=O)c2ccc(NC(=O)CC)cc2)CC1,0.8,-1.8,nt,-4.8%,nt,35.2%[activator],2.3%
O=C(Nc1ccccc1C(=O)NCC1CCCO1)c1ccco1 (stereo not drawn),1.5,-20.9,?,-1.6%,2.1%,11.1%,-11.0%
Cc1ccc(NS(=O)(=O)c2cccc3nsnc23)cc1C,-1.3,-12.1,-0.3%,0.5%,6.7%,4.15µM*,-30.6%

# Limited to Shiga inhibitor and AmpC inh no detg, for some of the entries so far:
SMILES | Shiga inhibitor | AmpC inh no detg
COCCCNC(=O)CCCCCNS(=O)(=O)c1ccc(Br)cc1 | 3.6 | 10.5%
O=C(CNS(=O)(=O)c1c(Cl)cccc1Cl)OCc1csc(-c2ccccc2)n1 | 12.0 | -18.7%

# The results go on:
SMILES,CHX counter,Shiga inhibitor,Pf growth 48h,LmPK inhibitor,Tb PYK inh,Pf growth 96h,AmpC inh no detg
Nc1nc(Cl)nc(N(c2ccccc2)c2ccccc2)n1,-0.5,-11.3,-9.8%,3.1%,-2.7%,30.9%[activator],-23.9%
O=C(O)c1ccc(NS(=O)(=O)c2ccc(C(=O)Nc3ccccc3)cc2)cc1,-0.3,-12.3,-11.2%,-6.7%,-8.1%,?,19.6%
CCOc1ccc(OCCC(=O)NNC(=O)c2ccncc2)cc1,nt,nt,-6.1%,nt,-6.4%,-21.6%,-9.7%
O=C(COc1ccc2c(c1)oc(=O)c1ccccc12)NC(Cc1ccc(Cl)cc1)C(=O)O (stereo not drawn),-0.9,-5.8,41.9%[activator],-8.2%,2.3%,25.4%,-2.4%
CC1=CC(=C(C#N)C#N)C=C(C)N1Cc1ccc(Cl)cc1,8.0,-5.6,2.08µM*,3.0%,-16.2%,-89.1%,-5.4%
COc1ccc2c(c1)OC[C@H]1[C@H]2N2C(=O)c3cc(OC)ccc3NC(=O)[C@@]2(C)[C@H]1c1ccccc1,nt,nt,5.22µM*,nt,-2.8%,6.57µM*,20.5%
COC(=O)C1=CN(C)C=C(C(=O)OC)C1c1ccc(O)c(OC)c1,-1.0,19.3,7.2%,1.1%,3.0%,12.3%,9.1%
Cc1ccc(/C=N/NC(=O)Cc2cccn2C)s1,49.1*,58.2*,90.0%[activator],5.2%,-10.9%,-24.9%,-8.8%
O=C(NNC(=S)Nc1ccc(Br)cc1Cl)c1ccncc1,1.2,35.5,13.8%,-0.7%,-7.8%,-13.4%,-15.5%
CCOC(=O)N1CCC(NC(=O)c2ccc3nc4ccccc4c(=O)n3c2)CC1,20.7,28.7,?,-0.3%,nt,65.1%[activator],-2.7%
NC(=O)c1ccc(NC(=O)COC(=O)CCC(=O)c2ccc(Cl)cc2)cc1,0.7,-21.6,22.5%,-1.8%,-24.3%,21.6%,-33.7%
Cc1ccc(S(=O)(=O)N(C)C)cc1NC(=O)c1cc(=O)[nH]c2ccccc12,-1.7,-2.6,?,-4.2%,4.3%,?,-28.5%

# Profiles from above. Screens in order: CHX counter	Shiga inhibitor	Pf growth 48h	LmPK inhibitor	Tb PYK inh	Pf growth 96h	AmpC inh no detg
# CCN(CC)S(=O)(=O)c1cc(C(=O)Nc2nncs2)c(Cl)cc1Cl across the screens: -3.5	-11.0	?	7.7%	-1.3%	nt	-26.2%
# CCc1cccc(C)c1NC(=S)NCc1ccc2c(c1)cc(C)n2C across the screens: -1.1	-7.8	?	0.8%	6.5%	6.57µM*	-13.7%
# COc1ccc(C(=O)NNC(=O)c2ccc(S(=O)(=O)N3CC(C)OC(C)C3)cc2)cc1 (stereo not drawn) across the screens: -0.7	28.7	-5.3%	0.4%	4.8%	1.47µM*	-17.3%
# COc1cc(/C=C(\C#N)c2ccccn2)ccc1OCC(=O)Nc1ccc(Br)cc1 across the screens: 1.3	7.7	-2.9%	1.0%	-6.7%	19.4%	-22.7%
# CC(=O)Nc1ccc(S(=O)(=O)N(C)CC(=O)OCC(=O)Nc2cc(C)on2)cc1 across the screens: nt	nt	0.5%	nt	5.8%	4.2%	-5.2%
